hcDAF-12 act = activators of H. contortus DAF-12 nuclear receptor. HEK293 hcDAF-12 lit1-tk-luc reporter, luminescence; 0% DMSO, 100% Δ7-dafachronic acid. activation, % at 6.8 µM. 370,000 tested, 1.4% active. AID 652067;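 active = activation above the mean of all tested compounds plus 3 SD, cut at about 5.5% in these data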;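 note: 100% = response to 3 µM Δ7-dafachronic acid high control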
SMARCA2 activ = activators of SMARCA2 function; MG213 cells, MMTV-luciferase reporter, dexamethasone, overnight; activation, % at 9.1 µM; 370,000 tested, 1% active; in the data active = activation above about 7.8%;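 note: 0% = vehicle wells and 100% = reference activator wells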
MBD2 inh = blocks human MBD2 binding to methylated DNA | inhibition, % at 4.4 µM | 370,000 tested, 0.31% active | TR-FRET, MBD2 binding to methylated oligonucleotide; in the data active = inhibition above about 13%
DAX1 inh-1 = DAX1 (NR0B1) inhibition, primary screen | AID 652010 | inhibition, % at 6.8 µM | 370,000 tested, 1.1% active | HEK293T StAR-luciferase reporter, SF-1/DAX-1 repression relief;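 active = inhibition above the mean over all tested compounds plus 3 SD, cut at about 3.6% in these data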;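 note: 0% = DAX-1 cells with DMSO and 100% = cells lacking DAX-1 with DMSO; higher inhibition means more luminescence from relief of DAX-1 repression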
ssDAF12 agonist = activates DAF-12 receptor from parasite S. stercoralis; AID 652126; 370,000 tested, 1% active; HEK293 ssDAF-12/GRIP1 lit1-tk-luc reporter, luminescence; % of 3 µM dafachronic acid response; activation, % at 6.8 µM;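 active = activation above the mean over all tested compounds plus 3 SD, cut at about 0.9% in these data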;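 note: 0% = DMSO-only wells and 100% = 3 µM delta7-dafachronic acid wells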
ADAM17 inh = inhibits human ADAM17; recombinant ADAM17, EDANS/DABCYL FRET peptide cleavage; 370,000 tested, 0.83% active; inhibition, % at 6.95 µM;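 active = inhibition above the mean of compounds lying between control limits plus 3 SD, set per campaign, cut at about 8.5% in these data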;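 note: 0% = DMSO-only wells as the low control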
PLCb3 inh = PLC-beta3 (human) inhibition, primary screen | AID 720704 | 370,000 tested, 0.18% active | Q01970 | inhibition, % at 12.2 µM | Purified PLC-beta3, fluorogenic substrate, fluorescence; in the data active = inhibition above about 11%;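 note: 0% = median of compound wells on plate and 100% = full blocker control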
hgDAF-12 ag = hgDAF-12 agonism, primary luciferase screen; HEK293 GAL4-hgDAF12 UAS-luciferase reporter, agonist luminescence; normalized to butyrate control; activation, % at 6.8 µM; 370,000 tested, 1.8% active;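 active = activation above a cutoff set at the mean of all screened compounds plus 3 SD, cut at about 10% in these data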;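 note: 0% = DMSO wells and 100% = sodium butyrate wells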
PLC-gamma1 inh = inhibitors of human phospholipase C gamma1 | AID 720700 | inhibition, % at 12.2 µM | purified PLC-gamma1, fluorogenic substrate, fluorescence | P19174 | 370,000 tested, 0.84% active; in the data active = inhibition above about 9.5%
NR1D1 modulator = Rev-erb alpha (human) modulation; P20393; Rev-erbα–FITC-DNA binding, fluorescence polarization, 90 min; activity, % at 10 µM; 370,000 tested, 0.79% active;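 active = activity above about 14%, limit read from the data; passing the limit was not always enough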;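 note: 0% = DMSO wells with 35 nM protein and 100% = DMSO wells with 750 nM protein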
DAX1 inh-2 = NR0B1 (DAX1) inhibition; P51843; inhibition, % at 6.75 µM; HEK293 Gal4-DAX1 luciferase reporter, luminescence; AID 504766; 340,000 tested, 0.99% active;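 active = inhibition above the mean over all tested compounds plus 3 SD, cut at about 4.2% in these data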;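 note: 0% = DAX1-transfected cells with DMSO and 100% = empty-vector control cells with DMSO; inhibition shows as a rise in luminescence from relieved DAX1 repression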
Starred values were filed as active, the others as inactive; · = no result given.

Sequence of screens: hcDAF-12 act	SMARCA2 activ	MBD2 inh	DAX1 inh-1	ssDAF12 agonist	ADAM17 inh	PLCb3 inh	hgDAF-12 ag	PLC-gamma1 inh	NR1D1 modulator	DAX1 inh-2
1. COc1ccc(C)cc1NC(=O)CN1C(=O)COc2ccc(S(=O)(=O)N3CCCCCC3)cc21
→ 0.5	-2	-3	0.1	-1.1	1	-1	3.9	1	1	0.0
2. CCCCN(CCNP(=O)(OCC)OCC)CP(=O)(OCC)OCC
→ -1.4	0	2	-0.1	-0.8	0	-2	-1.3	1	-3	-0.3
3. CCOC(=O)C(=O)N1CCC(Cc2ccccc2)CC1
→ -1.9	-3	3	-0.3	-0.9	-2	1	2.8	1	-4	0.7
4. O=C(Cn1nc(-c2ccccc2)ccc1=O)NCCCN1CCOCC1
→ -1.8	2	-1	-0.7	-0.1	-2	-7	0.9	1	2	0.0
5. O=S(=O)(Cc1ccccc1)Nc1ccccc1Br
→ -1.8	5	2	0.4	-2.1	-1	5	-0.6	-2	1	1.9
6. CCC(CC)c1nnc(NC(=O)C2CC(=O)N(C3CCCC3)C2)s1 (stereo not given)
→ 0.0	-3	-4	-0.4	-0.7	1	2	-1.2	4	-4	0.5
7. O=C(Nc1ccccc1)N1CCSc2ccccc21
→ -1.6	1	1	0.3	-1.9	-3	1	0.9	1	-5	-0.7
8. COCCN(C(=S)Nc1cccc(OC)c1)C1CCN(C(C)C)CC1
→ -1.0	-3	3	0.3	-1.8	-4	-1	-2.4	2	3	0.6
9. Cc1cc(NS(=O)(=O)c2ccccc2)no1
→ -0.8	-4	4	0.1	-1.7	-2	-1	-2.3	0	2	-0.5
10. O=C(Cc1ccc(NC(=O)C2CCCN(C(=O)C3CCCC3)C2)cc1)Nc1cccc(C(=O)N2CCCC2)c1 (stereo not given)
→ -0.2	-6	-7	0.1	-1.0	2	-1	1.0	2	3	0.6
11. Cn1cc(C(=O)N2CCCCC2)c(=O)c2cc(S(=O)(=O)N3CCCC3)ccc21
→ 0.0	4	2	0.5	-0.8	-4	-6	2.5	3	-4	1.6
12. C/C(=N\NS(=O)(=O)c1ccc(C)c([N+](=O)[O-])c1)c1cccs1
→ 1.2	-2	2	-0.5	-1.2	0	-1	-0.5	4	-2	-0.8
13. CC(C)n1nnnc1SCC(=O)NCc1ccco1
→ 0.3	6	-3	0.4	-0.8	-1	-8	2.4	1	5	0.6
14. CCN(C(=O)CSc1nc2ccccc2c(=O)n1CCOC)C1CCS(=O)(=O)C1 (stereo not given)
→ -1.6	-1	4	-0.6	0.1	-6	-8	-0.5	-1	5	0.0
15. O=C(CSc1nc2[nH]ncc2c(=O)[nH]1)NCc1ccc(F)cc1
→ 0.8	-3	-1	0.2	-0.5	2	4	4.4	12*	-11	-0.9
16. CCOCCCN(C(=O)Cn1nnc(-c2ccc(OC)c(OC)c2)n1)C(C(=O)NCC1CCCO1)c1ccc(F)cc1 (stereo not given)
→ -2.1	-1	-2	0.2	-1.5	-2	-5	0.3	-2	0	-0.7
17. CC(=O)NCCNc1nc2c(-c3cccc(C)c3)nnn2c2ccccc12
→ 2.6	-2	-7	-0.2	-0.5	-13	-181	1.7	-118	1	0.0
18. OCC(CCc1c[nH]c2ccccc12)c1c[nH]c2ccccc12 (stereo not given)
→ 4.3	-7	8	-0.9	0.6	-22	-114	1.6	-86	-1	·
19. Cc1ccc(C(=O)NNC(=O)c2ccc3ncccc3c2)cc1
→ -0.2	-2	-1	-0.8	-2.0	-4	-6	-1.2	2	2	-0.4
20. COc1ccc(C(=O)NC(=S)N2CCN(c3ccccc3OC)CC2)cc1
→ 1.9	-3	1	-0.2	-0.8	-2	-8	-0.9	-2	-6	0.9
21. O=C(CN(c1cccc(Cl)c1)S(=O)(=O)c1ccccc1)NN=C1CCCC1
→ 2.0	-1	3	-0.2	-1.8	1	-2	-2.0	-1	5	0.5
22. CC(C)NC(=O)C(=O)N/N=C/c1ccco1
→ -0.1	-3	2	0.4	-1.0	-3	-2	-0.3	-1	-2	0.7
23. COC(=O)[C@H]1C[C@H](OC(=O)NCc2ccco2)[C@@]2(O)CN(S(=O)(=O)c3ccc(C)cc3)CC2[C@H]1C(=O)OC (stereo not given in full)
→ 1.3	-1	-3	1.2	-1.6	0	2	1.5	2	-1	0.3
24. CCc1ccc2[nH]c(=O)c(CN(CCN(CC)CC)C(=O)Nc3ccccc3OC)cc2c1
→ -1.5	9.0*	4	0.6	-1.3	-6	2	0.4	2	-6	1.8
25. O=C(OCc1c(-c2ccccc2)ncc2ccccc12)c1ccc(Cl)cc1Cl
→ -0.2	2	2	0.8	-1.5	-3	1	-1.7	-2	-5	0.6
26. C=CCn1c(SCC(=O)Nc2sccc2C(N)=O)nc2sc(CC)cc2c1=O
→ -4.7	-4	8	-1.7	-2.0	4	-4	-7.0	2	-2	-2.4
27. CN(/N=C/c1ccncc1)c1cnc2ccccc2n1
→ 6.6*	0	-4	4.4*	1.5*	-7	-103	19*	-62	6	1.3
28. CC(C)C(=O)COc1c2occc2cc2ccc(=O)oc12
→ -2.6	4	3	0.5	-0.8	-8	-48	1.0	-38	-5	-0.8
29. CC(C)CCN1CCN(Cc2cc(F)ccc2-n2cccn2)CC1CCO (stereo not given)
→ -0.6	-5	10	0.7	-1.3	-6	-1	-1.0	3	8	-0.1
30. COc1ccccc1C(O)c1ncc(-c2cccc3ccccc23)[nH]1 (stereo not given)
→ -0.8	3	-1	-0.5	-1.1	-29	-11	-1.2	-12	-5	·

Later entries
Sequence of screens: hcDAF-12 act	SMARCA2 activ	MBD2 inh	DAX1 inh-1	ssDAF12 agonist	ADAM17 inh	PLCb3 inh	hgDAF-12 ag	PLC-gamma1 inh	NR1D1 modulator	DAX1 inh-2
31. COc1ccccc1NC(=O)c1c(C)cc(=O)oc1C
→ -1.8	2	-3	0.6	-0.7	2	1	-2.7	1	1	-0.4
32. O=C(Cn1ccccc1=S)c1ccc(Cl)c(Cl)c1
→ -0.9	-3	-1	-0.4	-0.8	-4	-6	-0.5	0	-3	·
33. c1ccc(-c2noc(-c3ccco3)n2)nc1
→ 4.8	5	-5	3.6	0.7	-2	-12	9.9	0	-5	0.0
34. COC(=O)c1cc(=O)n(Cc2ccc(F)cc2)c(=NCc2ccc(F)cc2)s1
→ -0.6	4	0	1.6	1.4*	-4	-1	7.6	4	0	-0.8
35. COc1ccc(-n2c(Cc3cccn3C)nnc2SCC(=O)NCCc2ccccc2)cc1
→ 0.9	-3	4	0.2	-1.1	-4	-3	0.9	-2	-3	0.4
36. O=C1CCC/C=C\C[C@@H](CC(=O)N(CCO)Cc2ccccc2)C(=O)N[C@H](c2ccccc2)CO1
→ 0.3	1	5	-0.5	-0.6	0	5	0.2	2	3	0.2
37. Cc1noc(/C=C/N(C)C)c1S(=O)(=O)N1CCC(C(=O)Nc2ccc(Cl)cc2)CC1
→ -2.0	-3	-1	-0.1	-1.1	1	-15	1.1	-7	-3	0.0
38. C/C(=C\C(=O)O)C12CC3CC(CC(C3)C1)C2
→ -1.6	-2	3	-0.2	-1.3	-5	0	-2.7	-3	-1	1.0
39. Cn1cccc1C(=O)OCC(=O)N1CCc2ccccc2C1
→ 1.7	4	1	3.0	-0.1	-1	2	6.2	1	-5	4.1
40. C[C@H](O)[C@@H]1C(=O)N2CCc3c([nH]c4c(-c5ccc6c(c5)OCO6)cccc34)[C@@H]2C[C@@H]1N(C)C(=O)OCc1ccccc1
→ -1.4	-4	-4	-0.4	-1.5	-4	-1	1.8	-5	1	·
41. Cc1ccc(S(=O)(=O)NC(=O)c2ccccc2F)cc1
→ 1.2	-1	3	-1.2	-0.8	-2	-5	-0.4	-3	0	0.0
42. OCCNCCCCOc1ccc(OCc2ccccc2)cc1
→ 5.1	6	0	0.8	-0.2	0	1	7.0	0	-8	1.0
43. CNC(=O)C[C@H]1C(=O)N(Cc2ccccc2)C[C@@H]1Cc1ccccc1
→ 0.9	-2	2	-0.4	-0.5	0	2	1.0	0	1	-0.1
44. CCCNC(=O)C1(C)CCN1C(=O)c1ccc(C(C)(C)C)cc1 (stereo not given)
→ -0.5	-2	-5	-0.3	-0.8	-1	1	0.7	0	8	·
45. CCOC(=O)Cn1ncc2c(=O)oc3ccccc3c21
→ -1.2	-3	3	-0.8	-1.4	-1	-2	2.0	-1	-1	0.5
46. CC(=O)Nc1ccc(NC(=O)C(C)OC(=O)C2(c3ccccc3F)CCCC2)cc1 (stereo not given)
→ -0.7	-1	1	-0.2	-1.3	-3	-8	-0.3	2	2	0.1
47. CCOC(=O)CNC(=O)CNC(=O)c1ccc(OC)cc1
→ 0.1	0	-5	0.3	-1.2	-2	0	-1.2	3	-4	0.4
48. CC(CCc1ccccc1)NC(=O)N1CCOCC1 (stereo not given)
→ 1.7	-4	2	-0.1	-0.7	-1	0	-4.4	2	2	0.5
49. CCC(CC)NC(=O)O[C@H]1CC[C@@]23CCCN2C(=O)CCC[C@H]3[C@H]1C
→ -1.1	·	-2	·	-1.9	-2	3	1.2	2	-1	·
50. COCCNC(=O)c1csc2c1CCCC2
→ -1.8	5	-2	0.8	-2.1	2	6	0.9	3	2	2.2
51. CNC(=O)c1c(NC(=O)c2ccc(S(=O)(=O)N3CCCC3)cc2)sc2c1CCN(C(C)C)C2
→ -1.6	0	-6	-3.9	-1.2	1	-86	-2.4	-51	-15	·
52. O=C(Nc1ccc(O)c2c(=O)cc(-c3cccc(Cl)c3)oc12)c1cccc(Cl)c1
→ 0.3	0	0	-0.2	-0.8	4	3	-0.1	7	-22	1.0
53. O=C(OCc1ccccc1C(F)(F)F)c1cc([N+](=O)[O-])ccc1N1CCOCC1
→ 0.3	-3	1	-2.2	-1.4	7	3	-2.4	10*	7	-0.3

From no. 31 up to 32, copied from above:
Sequence of screens: hcDAF-12 act	SMARCA2 activ	MBD2 inh	DAX1 inh-1	ssDAF12 agonist	ADAM17 inh	PLCb3 inh	hgDAF-12 ag	PLC-gamma1 inh	NR1D1 modulator	DAX1 inh-2
31. COc1ccccc1NC(=O)c1c(C)cc(=O)oc1C
→ -1.8	2	-3	0.6	-0.7	2	1	-2.7	1	1	-0.4
32. O=C(Cn1ccccc1=S)c1ccc(Cl)c(Cl)c1
→ -0.9	-3	-1	-0.4	-0.8	-4	-6	-0.5	0	-3	·
